# Rab2 wt GTP: modulators of GTP binding to Rab2A wildtype, primary screen, biochemical, dog, bead-based flow cytometry, multiplex; GST-Rab2 wt beads, Bodipy-GTP binding; GTP binding activity, % at 10 µM; Ras-related protein Rab-2A (Canis lupus familiaris), P61105; 190,000 compounds, 0.19% hits;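 active = GTP binding activity at least 20 points away from 100%, either lowered or raised; inconclusive = signal likely due to the compound's own green fluorescence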;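 also: 0% = beads with excess unlabeled GTP and 100% = no-compound control corrected for plate trend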
# HRas wt GTP: modulators of GTP binding to HRas wildtype, primary screen, biochemical, bead-based flow cytometry, multiplex | AID 759, 2007 | GTP binding activity, % at 10 µM | 190,000 compounds, 0.14% hits | GST-Ras wt beads, Bodipy-FL-GTP binding; actives lie on both sides | GTPase HRas (Homo sapiens), P01112;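 active = GTP binding activity at least 20% away from the 100% baseline, either lowered as inhibitor or raised as activator; inconclusive = flagged as likely green fluorescent, judged across all proteins in the well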;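 also: 0% = unlabeled GTP competition control and 100% = no-compound control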
# Target sequence (P01112 whole entry, looked up): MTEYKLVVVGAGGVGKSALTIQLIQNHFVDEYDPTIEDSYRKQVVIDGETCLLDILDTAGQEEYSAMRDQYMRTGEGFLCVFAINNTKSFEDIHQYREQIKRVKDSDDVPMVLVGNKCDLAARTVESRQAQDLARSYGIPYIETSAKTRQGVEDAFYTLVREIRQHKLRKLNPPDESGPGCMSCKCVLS
# Cdc42 wt: modulators of GTP binding to wildtype Cdc42, primary screen, biochemical, multiplex bead flow cytometry, Bodipy-GTP. percent activity (GTP binding), % at 10 µM. Cell division control protein 42 homolog (Homo sapiens), P60953. GST-Cdc42 beads; actives lie on both sides. 190,000 compounds, 0.2% hits;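 active = percent activity GTP binding at least 20 points away from the 100% baseline, either down as inhibitor or up as activator; inconclusive = compound flagged as likely green fluorescent from well-wide comparison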;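 also: median bead fluorescence of bound Bodipy-FL-GTP at 100 nM; 0% = excess unlabeled GTP control and 100% = no compound control; below 100% means less GTP binding so inhibitor and above means activator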
# Target sequence (P60953 whole entry, looked up): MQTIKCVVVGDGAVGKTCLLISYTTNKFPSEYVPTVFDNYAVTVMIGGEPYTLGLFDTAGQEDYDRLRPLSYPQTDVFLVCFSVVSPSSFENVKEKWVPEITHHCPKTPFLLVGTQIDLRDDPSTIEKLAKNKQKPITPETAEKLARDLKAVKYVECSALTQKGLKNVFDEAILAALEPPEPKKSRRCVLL
# Rab7 wt modul: modulators of GTP binding to Rab7, primary screen, biochemical, wildtype, multiplex bead flow cytometry; 190,000 compounds, 0.055% hits; Rab7 GTPase wild type (dog), Bodipy-FL-GTP binding; GTP binding activity (percent of control), % at 10 µM; GST-Rab7 beads, fluorescent GTP binding; actives lie on both sides; untreated = 100%, excess cold GTP = 0%; AID 758, 2007;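 active = fluorescent GTP binding to Rab7 beads changed by at least 20 points from the 100% baseline, either direction, mostly lower; inconclusive = compound itself probably fluorescent, or too few beads counted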;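 also: median green fluorescence of bound Bodipy-FL-GTP per Rab7 bead population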
# ABCG2 inh: ABCG2 efflux pump inhibitors, primary screen, multiplex with ABCB1, IgMXP3 cells, flow cytometry; AID 1325, 2008; inhibition, % at 6.6 µM; JC-1 efflux; 190,000 compounds, 0.1% hits;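 active = inhibition above 80%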;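 also: 0% = DMSO and 100% = nicardipine control wells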
# Target sequence (Q9UNQ0 whole entry, looked up): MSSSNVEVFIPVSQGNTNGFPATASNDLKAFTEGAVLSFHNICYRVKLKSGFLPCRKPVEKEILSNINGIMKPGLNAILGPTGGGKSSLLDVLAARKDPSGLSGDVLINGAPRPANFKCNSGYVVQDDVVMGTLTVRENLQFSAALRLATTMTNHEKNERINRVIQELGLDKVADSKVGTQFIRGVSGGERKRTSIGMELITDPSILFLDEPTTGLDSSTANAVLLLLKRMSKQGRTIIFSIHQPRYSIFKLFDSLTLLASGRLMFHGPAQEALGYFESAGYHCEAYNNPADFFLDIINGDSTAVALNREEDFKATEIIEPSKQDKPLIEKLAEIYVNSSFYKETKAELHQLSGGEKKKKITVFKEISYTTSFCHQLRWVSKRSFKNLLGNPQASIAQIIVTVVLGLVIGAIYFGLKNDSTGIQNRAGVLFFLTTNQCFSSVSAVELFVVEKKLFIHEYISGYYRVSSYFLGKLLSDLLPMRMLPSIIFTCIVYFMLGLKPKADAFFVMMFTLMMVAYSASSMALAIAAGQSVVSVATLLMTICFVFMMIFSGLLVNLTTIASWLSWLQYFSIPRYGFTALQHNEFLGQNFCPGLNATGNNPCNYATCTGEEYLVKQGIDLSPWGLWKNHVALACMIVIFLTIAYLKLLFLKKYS
#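 Assay system – ABCG2 IgMXP3 and barcoded ABCB1 CCRF-Adr cell mix · Input – 3 million cells/mL in well · Reagent – JC-1 fluorescent substrate · Compound – single test compound dose, 6.6 µM final · Timing – 10 min exposure at 25 °C with rotation, no wash · Detection – flow cytometry of retained JC-1 fluorescence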
# ABCB1 block: ABCB1 efflux pump inhibitors, primary screen, cell-based, multiplex, flow cytometry, ABCG2 counter-screen. ATP-dependent translocase ABCB1 (Homo sapiens), P08183. AID 1326, 2008. inhibition, % at 6.6 µM. 190,000 compounds, 0.067% hits. CCRF-Adr cells, JC-1 efflux; in the data active = inhibition above about 40%;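 also: 0% = vehicle and 100% = reference inhibitor; higher value means more JC-1 retained so stronger ABCB1 efflux block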
# Avidin bead fluor: green autofluorescence of compounds with avidin beads – biophysical, 488/530 nm, flow cytometry, artefact control, profiling panel; compound fluorescence 488/530 nm; active compounds read high; fluorescence (KMESF) at 10 µM; 220,000 compounds, 0.38% hits; in the data active = fluorescence above about 47; also: inactives centre near 10
# Rac1 mut GTP: GTP binding modulators of activated mutant Rac1, primary screen, biochemical, bead-based flow cytometry, multiplex, fluorescent GTP | GST-Rac1 activated beads; actives lie on both sides; 100% means binding = to untreated wells | 190,000 compounds, 0.11% hits | percent activity (GTP binding), % at 10 µM | Ras-related C3 botulinum toxin substrate 1 (Homo sapiens), P63000;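 active = GTP binding at least 20 percentage points away from the 100% baseline, in either direction, so actives lie on both sides; inconclusive = Compound likely fluorescent itself, or too few beads counted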
# Rac1 wt modul: wildtype Rac1 GTP binding modulators, primary screen, biochemical, GST-Rac1 beads, flow cytometry, multiplex; GTP binding activity (% of control), % at 10 µM; fluorescent GTP binding; actives lie on both sides; 0 = cold GTP competed, 100 = untreated; 190,000 compounds, 0.27% hits; Ras-related C3 botulinum toxin substrate 1 (Homo sapiens), P63000;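 active = GTP binding activity at least 20 points away from the 100% control level, either lower or higher; inconclusive = compound flagged as likely green fluorescent, judged across all proteins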
# Pf gametocyte: late stage P. falciparum gametocyte viability inhibitors, primary screen, ATP luminescence, HTS | P. falciparum stage V gametocytes, 24 h | inhibition, % at 10.9 µM | 150,000 compounds, 0.065% hits;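 active = inhibition above the mean plus 3 SD of compounds within the control limits, set per campaign, cut at about 38% in these data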;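 also: 0% = DMSO wells and 100% = medium only without gametocytes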
# GSH fluor: compound fluorescence on glutathione beads, profiling panel, artefact control, biophysical, 488/530 nm, flow cytometry. fluorescence (KMESF) at 10 µM. 190,000 compounds, 0.25% hits. GSH beads flow cytometry, compound fluorescence 488/530 nm; active compounds read high. AID 1776, 2009; in the data active = fluorescence above about 89;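 also: glutathione beads carrying GST-tagged Bcl family fusion proteins plus one bare bead set; values are compound well signal with DMSO vehicle wells as background; inactives centre near 16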
# * = called active by the depositor; ? = inconclusive; / = no result given; & = joins results of further samples.
SMILES,Rab2 wt GTP,HRas wt GTP,Cdc42 wt,Rab7 wt modul,ABCG2 inh,ABCB1 block,Avidin bead fluor,Rac1 mut GTP,Rac1 wt modul,Pf gametocyte,GSH fluor
COc1cc(OC)cc(-c2nnc(SCC(=O)N(C(C)C)C(C)C)o2)c1,103,103,105,101,3,1.0,38,99,105,/,22
COc1ccc(S(=O)NC2CCCCC2)c(OC)c1C (stereo not given),101,101,100,100,-3,-0.1,18,99,106,-1,20
O=C(CN1C(=O)CCC1=O)Nc1ccc(Br)cc1,100,100,101,94,1,0.3,7,97,99,/,36
CON(C)c1nc(NCC(C)C)nc(OCC#N)n1,100,97,98,101,5,0.5,17,98,99,/,16
CC(=O)N(C1=C(O)c2ccccc2C(=O)C1=O)C1CCCCC1,98,98,99,94,0,-0.1,19,92,99,/,17
N#Cc1ccccc1NC(=O)COC(=O)COc1ccccc1[N+](=O)[O-],96,97,97,96,1,0.2,10,97,97,-24,16
CCn1cc(C2=NOC(C(=O)O)C2)c(C)n1 (stereo not given),103,101,100,101,11,2.1,24,100,106,-19,29
COCCOc1ccc(C(F)(F)F)cc1NC(=O)c1ccc(F)cc1,100,102,103,99,18,0.8,9,101,107,-2,7
CCN(c1ccccc1)S(=O)(=O)c1ccc(OC)c(NC(=O)c2cccs2)c1,?,?,?,?,23,2.2,10,?,?,8,71
CCc1nc(Nc2ccc(N3CCN(C(C)=O)CC3)cc2)c2oc3ccccc3c2n1,103,101,104,97,1,1.4,10,99,105,/,9
Cc1noc(COc2ccccc2OCC(O)CNC(C)(C)C)n1 (stereo not given),106,104,105,103,-3,-0.5,28,102,109,-40,10
O=c1c(Cc2ccc(Cl)cc2)c(O)ccn1Cc1ccccc1,96,98,98,101,-2,-1.9,5,98,100,/,32
Cc1cccc(N(CC(=O)NCCSCc2ccccc2)S(C)(=O)=O)c1C,100,98,97,102,0,0.9,5,99,101,5,13
c1ccc2c(c1)CCCC2NC1=NCCC1 (stereo not given),103,104,108,103,1,0.4,11,100,108,12,256*
CN(Cc1nc2ccccc2n1C)C(=O)c1cccs1,98,99,99,98,1,0.3,11,96,103,2,35
c1ccc(COn2c(-c3ccccc3)nc3c2CCc2nonc2-3)cc1,93,95,94,94,5,0.9,14,97,98,7,20
CC12CN3CC(C)(CN(C1)C3c1ccc(Br)cc1)C2 (stereo not given),100,101,102,97,2,0.3,22,99,102,/,46
O=C(NC1CCN(Cc2nnnn2CCc2ccccc2)CC1)c1ccccc1F,101,101,103,100,2,0.2,5,101,103,11,13
COCCn1c(N)c(C(=O)NCc2cccs2)c2nc3ccccc3nc21,?,?,?,?,3,0.5,29,?,?,-2,9
CS(=O)(=O)N(CC(=O)NC1CCCCCC1)Cc1ccc(Cl)cc1,105,107,108,100,7,2.0,8,102,104,/,19
CC(=O)Oc1ccc(N2C(=O)C3C4C=CC(O4)C3C2=O)cc1 (stereo not given),102,101,103,100,2,0.7,9,100,101,/,9
CN(C)CCCCOc1cccc(Br)c1,101,99,106,98,2,0.5,16,101,107,7,10
CCCc1cc(=O)oc2cc3oc(C)c(C)c3cc12,100,102,100,101,15,0.5,13,97,106,4,30
O=C(Nc1cnccn1)Nc1ccccc1Cl,90,93,93,93,4,0.0,/,91,90,6,10
CC1CCCN(c2ccc(C(=O)Nc3nnc(C4CC4)s3)cc2[N+](=O)[O-])C1 (stereo not given),102,104,102,104,4,1.9,6,101,106,-4,27
O=C(O)Cc1sc(Nc2ccccc2)nc1-c1ccc(Cl)cc1,96,95,95,99,1,0.5,18,93,97,-23,12
CC(NC(=O)C(C(=O)c1cccc([N+](=O)[O-])c1)n1cc(Cl)ccc1=O)c1ccccc1 (stereo not given),94,98,99,99,3,/,15,94,99,1,9
Cc1cc(C)cc(C(=O)/C=C2\NC(=O)CS2)c1,103,104,103,102,5,0.4,16,102,106,/,27
CN(CC(O)CN)CC(O)CN1CCCCC1 (stereo not given),99,99,101,95,2,0.8,7,100,99,-5,5
Cc1ccc(N2C(=O)c3ccc(C(=O)O)cc3C2=O)c(C)c1,97,96,98,101,2,0.1,15,98,101,-26,15
COc1cc(-c2noc(-c3ccccc3C(=O)NCc3ccco3)n2)cc(OC)c1OC,98,99,96,100,3,0.9,11,95,95,0,7
CCOC(=O)c1c(NC(=O)CSc2n[nH]c(CNc3ccccc3)n2)sc(C)c1C,98,98,95,99,0,0.1,6,96,100,/,19
COc1ccc(NC(=O)CCc2nc3ccccc3[nH]2)cc1,104,105,102,106,10,0.8,10,95,105,/,19
COCCCN(C(=S)Nc1cccc(Cl)c1)C(C)c1ccncc1 (stereo not given),98,100,97,103,-3,-0.3,14,98,102,/,8
O=C(/C=C/c1cnc2ccccc2n1)NC12CC3CC(CC(C3)C1)C2,101,101,100,101,26,0.3,21,101,104,/,12
CC1CN(C(=O)Cn2c(C(F)(F)F)nc3ccccc32)CC(C)O1 (stereo not given),104,99,101,98,-7,-1.6,14,98,102,/,33
COCC(C)N1C(=O)Cc2c1nc(N)c1c(N)nc(N3CCN(c4ccccc4F)CC3)c(C#N)c21 (stereo not given),96,94,96,95,0,0.1,11,96,99,-17,10
Cc1cccc(-n2c(SCC(=O)N3CC(=O)Nc4ccccc43)nc3ccccc3c2=O)c1,100,103,96,106,1,1.5,21,100,98,3,10
COc1ccc(NC(=S)N2CCN(c3ccc([N+](=O)[O-])cc3)CC2)cc1OC,95,97,97,99,22,1.9,9,96,102,-23,18
Cn1c(SCc2nc(-c3ccc(Cl)cc3)no2)nnc1-c1cccs1,99,101,99,102,3,0.5,13,97,97,9,26
COc1ccc(C(=O)Nc2ccccc2C(=O)NCc2ccco2)cc1OC,103,105,105,103,7,1.4,28,101,107,0,14
COc1cccc(NC(=S)NNC(=O)C(C)n2nc(C)c([N+](=O)[O-])c2C)c1 (stereo not given),94,98,98,92,1,0.4,35,96,97,/,8
CCS(=O)(=O)N1CCCC(C(=O)NCCc2ccc(C)cc2)C1 (stereo not given),100,101,103,101,1,0.5,10,102,107,2,24
COc1ccccc1C1NC(c2ccccc2OC)C(C)C(=O)C1C (stereo not given),94,96,97,94,14,2.1,13,94,96,-16,36
CC1(C)Cc2c(c(-c3ccco3)nc3n[nH]c(N)c23)CO1,101,102,99,102,5,-0.3,11,96,107,/,38
Cc1ccc(CN2CCN(Cc3cn(C(C)C)c4ccccc34)CC2CCO)o1 (stereo not given),94,94,93,96,1,0.9,7,95,95,-2,13
COC(=O)c1ccc(C)c(NC(=O)CCSc2ccc(Cl)cc2)c1,103,104,102,106,0,0.0,15,98,102,9,11
COc1ccc(CC(=O)Nc2nc(-c3cccnc3)cs2)cc1,100,100,101,99,6,0.2,22,101,105,-19,10

# The last 2 compounds of the section before lead into the next:
SMILES,Rab2 wt GTP,HRas wt GTP,Cdc42 wt,Rab7 wt modul,ABCG2 inh,ABCB1 block,Avidin bead fluor,Rac1 mut GTP,Rac1 wt modul,Pf gametocyte,GSH fluor
COC(=O)c1ccc(C)c(NC(=O)CCSc2ccc(Cl)cc2)c1,103,104,102,106,0,0.0,15,98,102,9,11
COc1ccc(CC(=O)Nc2nc(-c3cccnc3)cs2)cc1,100,100,101,99,6,0.2,22,101,105,-19,10
Cc1nc(NC(=O)c2ccc(Br)s2)sc1C(=O)N(C)C,99,97,97,100,29,-0.3,12,98,99,9,35
COc1cc(C(=O)NNC(=O)c2ccc(S(=O)(=O)N3CCCCC3)cc2)cc(OC)c1OC,100,100,100,101,2,0.1,14,98,103,8,7
COc1ccc(-n2cc(CN3CCCC3)c(-c3cccc(F)c3)n2)cc1,99,95,93,105,4,1.0,3,94,96,4,10
COc1ccc(N2CCN(C(=O)c3ccc(Oc4ccc(C(F)(F)F)cn4)cc3)CC2)cc1,105,105,105,96,3,0.8,7,102,104,9,20
O=C(NC(Cc1ccccc1)C(=O)O)c1ccc(S(=O)(=O)N2CCOCC2)cc1 (stereo not given),92,95,96,93,17,0.7,12,92,92,-41,38
CC1=C(C(=O)OCc2ccc3c(c2)OCO3)C(c2ccc(O)c([N+](=O)[O-])c2)NC(=O)N1 (stereo not given),94,98,95,100,2,1.1,22,94,95,14,16
Cc1cc(N2CCOCC2)nc(N)n1,100,97,98,99,1,0.2,9,99,101,-2,26
O=C(NCc1cccnc1)c1noc2c1CCCC2,94,95,95,92,0,0.1,3,97,95,/,10
CCCCNc1c2c(nc3c(-c4ccccc4)c(C)nn13)CCC2,98,96,99,97,53,2.7,13,97,98,/,37
CCC(C)(C)NC(=O)c1cc([N+](=O)[O-])ccc1N1CCOCC1,100,97,103,101,9,1.9,6,102,103,/,10
COC(=O)c1ccccc1OCCOCCOc1cccc2cccnc12,101,101,99,101,7,0.7,18,101,103,/,16
Cc1ccccc1NC(=O)Nc1cc(S(N)(=O)=O)ccc1C,105,106,105,103,3,0.6,11,98,100,-10,17
COCCCNC(=O)Cn1nnc(-c2ccc(NC(=O)c3ccc(F)cc3)cc2)n1,98,101,102,101,27,0.4,31,99,106,/,20
CCc1nc(N[C@H](C(=O)O)C(C)CC)c2oc3ccccc3c2n1 (stereo not given in full),90,92,88,97,1,0.4,11,90,91,/,16
Cc1nc2cc(S(=O)(=O)C(F)(F)F)ccc2s1,97,98,97,95,2,0.2,7,100,100,/,15
CN(CC(O)CN1CCOCC1)S(=O)(=O)O (stereo not given),96,98,94,96,-1,0.6,9&2,99,102,11&-9,11
COc1ccc(NC(=O)CN(c2ccc([N+](=O)[O-])cc2)S(=O)(=O)c2ccccc2)c(OC)c1,101,102,104,103,23,5.2,13,101,107,-24,9
CCc1sc(C(=O)Nc2ccc(F)cc2C)cc1C,98,97,99,98,24,0.9,3,98,104,-26,17

# Assay outcomes: PubChem, several laboratories
